# Source: PubChem
# GAA glycogen: GAA glycogen-cleavage inhibition or activation | recombinant GAA, glycogen substrate, Amplex Red glucose oxidase fluorescence | Potency, µM (titrated, usually from 76.4 µM), for inactives: at the top dose activity change, negative = inhibition, most hits filed as inhibitors | hit rate 0.38% among 300,000 | AID 2100; active = well fitted inhibition curve with a large enough effect; inconclusive = small, poorly fitted or top-dose-only effect, or another doubt; inactive = no such curve, though single readings can be large or run the other way;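 also: 0% = full enzyme reaction and -100% = no-enzyme basal signal; the screen sought inhibitors and activators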
#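 qHTS, 1536-well; enzyme 4 nM final; cpd up to 77 uM; substrate bovine liver glycogen 30 ug; 50 mM citrate/phosphate pH 5.0, 0.01% Tween-20; 37 C, 40 min; Amplex Red detection 45 min RT; Hill fit → AC50.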
# An asterisk follows results filed as active; ? = inconclusive; & = joins results of further samples; [ ] = dose if it differs, or a comment. Potency is read from the fitted curve at half-maximal effect. The list is partial, so the mix of outcomes need not match the whole.
GAA glycogen	Structure
-2%[76.3 µM]	COc1ccc2[nH]cc(CCNC(=O)Cc3ccc(F)cc3)c2c1
0%	CCc1nc2nc(C)c(NS(=O)(=O)c3ccc(Br)s3)c(=O)n2[nH]1
-1%[76.3 µM]	O=C(NC1CCCCC1)c1ccc(OC2CCN(Cc3ccccn3)CC2)cc1
18%[76.3 µM]	Cc1ccc(-c2cc(NC(=O)COc3ccc(Cl)cc3C)on2)cc1
-3%[76.3 µM]	CCc1ccc2c(c1)-c1ccccc1S(=O)(=O)N2CC(=O)N1CCC(C)CC1
4%	O=C(Nc1ccc(F)cc1)c1ccc2snnc2c1
1%	Cc1ccc(NC(=O)CCS(=O)(=O)c2ccc(Br)s2)cc1
12%[76.3 µM]	Cc1cccc(NC(=O)c2sc3nc(N4CCOCC4)c4c(c3c2N)CC(C)(C)OC4)c1
0%	CC(=O)Oc1ccc(C2=NN(c3ccccc3)C(c3ccccc3)C2)cc1 (stereo not drawn)
-19%[76.3 µM]	Cc1cccc(N2CCN(C(=O)c3cc4c(=O)n(C)c5ccccc5c4s3)CC2C)c1 (stereo not drawn)
0%[76.3 µM]	Cc1cc(NC(=O)CSc2nnc(C)o2)no1
-5%[76.3 µM]	COc1ccccc1C(=O)Nc1ccnn1C1CCN(Cc2cnn(C)c2C)CC1
10%[76.3 µM]	Cc1ccc(NC(=O)/C=C/c2ccc(C)o2)c(C)c1
5%[76.3 µM]	Cc1cccc(C(=O)Oc2cccc3c(O)cccc23)c1
-7%[76.3 µM]	Cc1ccc2oc(=O)c3cnn(CC(=O)NCc4ccccc4Cl)c3c2c1
-3%[76.3 µM]	COc1ccc(S(=O)(=O)Nc2ccccc2-c2nc3ccccc3[nH]c2=O)cc1
?	COc1ccc(/C=N/Nc2ccc(C(=O)O)cc2)c(OC)c1OC
-12%	COc1ccc(C(=O)NCCCNC(=O)c2cnccn2)cc1Br
0%[76.3 µM]	Cc1ccc(SCCNC(=O)CN(c2cccc(C)c2C)S(C)(=O)=O)cc1
1%	COc1ccccc1C1CCN(Cc2ccc(Cl)c(Cl)c2)CC1
-13%[76.3 µM]	O=C(Nc1nc2c(F)cccc2s1)c1ccc([N+](=O)[O-])o1
-3%[76.3 µM]	Cc1cc(OC(C)C(=O)N2C[C@H]3C[C@@H](C2)c2cccc(=O)n2C3)c2c(C)c(C)c(=O)oc2c1 (stereo partly drawn)
-8%[76.3 µM]	CCCn1c(C(C)Nc2nc(-c3ccc(Cl)c([N+](=O)[O-])c3)cs2)nc2cc(Cl)c(N3CCCCC3)cc21 (stereo not drawn)
-10%	CCc1nnc(NC(=O)CCNC(=O)c2ccco2)s1
18%[76.3 µM]	ClCCCc1cn(C[C@H]2CC[C@@H]([C@@H]3CC[C@H](Cn4cc(CCCCl)nn4)O3)O2)nn1
5%	O/N=C\c1cnc(N2CCN(c3ccccc3)CC2)s1
-6%[76.3 µM]	CCOC(=O)c1cnc(SSc2ncc(C(=O)OCC)c(N)n2)nc1N
-14%[76.3 µM]	CC(=O)Nc1ccc(S(=O)(=O)NCCC(=O)N2CCc3ccccc32)cc1
7%[76.3 µM]	O=C(NCCc1ccccc1)c1cccc(S(=O)(=O)N2CCCCC2)c1
-1%[76.3 µM]	CC1=C(C(=O)Nc2cccc(C(F)(F)F)c2)C2(CCCCCC2)OC1=O

# Quoted from the listing.
# In GAA glycogen, `CCc1ccc2c(c1)-c1ccccc1S(=O)(=O)N2CC(=O)N1CCC(C)CC1` has -3%[76.3 µM]
# In GAA glycogen, `COc1ccc(S(=O)(=O)Nc2ccccc2-c2nc3ccccc3[nH]c2=O)cc1` has -3%[76.3 µM]
# In GAA glycogen, `CCc1nnc(NC(=O)CCNC(=O)c2ccco2)s1` has -10%
# In GAA glycogen, `Cc1cc(NC(=O)CSc2nnc(C)o2)no1` has 0%[76.3 µM]
# In GAA glycogen, `ClCCCc1cn(C[C@H]2CC[C@@H]([C@@H]3CC[C@H](Cn4cc(CCCCl)nn4)O3)O2)nn1` has 18%[76.3 µM]
# In GAA glycogen, `CCOC(=O)c1cnc(SSc2ncc(C(=O)OCC)c(N)n2)nc1N` has -6%[76.3 µM]
# In GAA glycogen, `Cc1ccc(-c2cc(NC(=O)COc3ccc(Cl)cc3C)on2)cc1` has 18%[76.3 µM]

# Part of the list above in order of count of non-hydrogen atoms, largest number first:
GAA glycogen	Structure
-5%[76.3 µM]	COc1ccccc1C(=O)Nc1ccnn1C1CCN(Cc2cnn(C)c2C)CC1
-14%[76.3 µM]	CC(=O)Nc1ccc(S(=O)(=O)NCCC(=O)N2CCc3ccccc32)cc1
5%	O/N=C\c1cnc(N2CCN(c3ccccc3)CC2)s1

# The list continues:
GAA glycogen	Structure
10%[76.3 µM]	COc1ccc(CCNC(=O)Cn2ncc3c(C)n(Cc4ccccc4F)c(C)c3c2=O)cc1OC
0%[76.3 µM]	Cc1nn(CCCC(=O)Nc2cc(C(F)(F)F)ccc2Cl)c(=O)c2c1sc1ccccc12
1%[76.3 µM]	CS(=O)(=O)Nc1ccc(S(=O)(=O)N2CCCCCC2)cc1
-3%[76.3 µM]	Cc1c(C(=O)N2CCCCCC2)c(S(=O)(=O)NCc2ccccc2Cl)c(C)n1C
-5%[76.3 µM]	CN1CCN(S(=O)(=O)c2cccc(C(=O)NCCOc3ccccc3F)c2)CC1
0%	CC(=O)Oc1ccc(OC(C)=O)c(S(=O)(=O)c2ccc(C)c(C)c2)c1
-6%[76.3 µM]	COC(=O)c1c(-c2cccs2)csc1NC(=O)COc1ccccc1
7%&18%[76.3 µM]	CCOc1ccc(NC(=O)CCC(=O)N2CCSc3ccccc32)cc1
1%	Cc1cnc(NS(=O)(=O)c2ccccc2)c(C)n1
13%[76.3 µM]	Cc1cccc2c1-c1sc(C(=O)NCCCN3CCCC(C)C3)cc1CO2 (stereo not drawn)
3%	CCn1c(SCC(=O)N2CCCC(C)C2)nc2c1c(=O)n(C)c(=O)n2C (stereo not drawn)
-16%[76.3 µM]	COC(=O)CSc1nc2sc3c(c2c(=O)n1-c1ccccc1)C(C)CCC3 (stereo not drawn)
-17%[76.3 µM]	Cc1ccccc1C(=O)NC1(C(F)(F)F)N=C(c2ccccc2)N(Cc2ccccc2)C1=O (stereo not drawn)
3%	O=C(NCc1ccccc1)c1cc(-c2ccncc2)nc2ccccc12
0%	CSc1ncc(Cl)c(C(=O)Nc2c(C)cccc2C)n1
-3%[76.3 µM]	CCOC(=O)c1ccc(NC(=O)C2=C(C)C(=O)OC23CCCCCC3)cc1
8%[76.3 µM]	Nc1nn(-c2ccccc2)nc1C(=O)OCc1c(F)cccc1Cl
-13%[76.3 µM]	CCC(CC)C(=O)Nc1nnc(S(=O)(=O)N(C)c2cc(C)cc(C)c2)s1
2%	CC(=O)n1nc(-c2ccncc2)nc1SCC(=O)Nc1cccc(Cl)c1
-6%	Cc1ccc2cc(NC(=O)CC(CC(=O)O)c3ccccc3)ccc2n1 (stereo not drawn)
-2%[76.3 µM]	COc1ccc(-n2c(NNC(C)=O)nc3sc4c(c3c2=O)CCCC4)cc1
-4%[76.3 µM]	Cc1cc(Cl)ccc1OCC(=O)N(Cc1ccco1)Cc1ccco1
-19%[0.611 µM]	COc1ccc(CNC(=S)Nc2ccc(Br)cc2)cc1
0%	COc1ccc(C(CNC(=O)Cc2ccc3ccccc3c2)N(C)C)cc1 (stereo not drawn)
-10%[76.3 µM]	CCOc1ccc(C(=O)c2cn(CC(=O)Nc3ccc(OC)cc3)c3cc4c(cc3c2=O)OCCO4)cc1
7%[76.3 µM]	COc1ccc(NC(=O)C(NC(=O)C2CCC(C)CC2)C(C)C)cc1 (stereo not drawn)
1%[76.3 µM]	COc1ccc2c(c1)C(=O)C(=O)N2CCS(=O)(=O)c1ccccc1
15%[76.3 µM]	CC(C)Oc1cccc(C(=O)Nc2ccc(N3CCN(C)CC3)cc2)c1
14%[76.3 µM]	Cn1c(=O)c2c(-c3ccccc3)n3c4ccccc4nc(-c4ccccc4)c3c2n(C)c1=O
2%[76.3 µM]	CC(CN1CCCCC1)OC(=O)COc1ccc(Br)cc1 (stereo not drawn)
-3%	O=[N+]([O-])c1cccnc1NCCc1c[nH]c2ccccc12
0%[76.3 µM]	FC(F)(F)c1ccccc1NC(=S)N1CCCCCC1
-21%[76.3 µM]	CCCc1ccc(OCC(=O)Nc2sc3c(c2C(=O)OC)CCCCC3)cc1
0%[76.3 µM]	COc1ccc(CNC(=O)Cc2c(C)c3c(cc(C)c4c(C)c(C)oc43)oc2=O)cc1OC
-17%[76.3 µM]	CC(=O)N1c2ccc(S(=O)(=O)N3CCC(C(=O)Nc4ccc(F)cc4)CC3)cc2CC1C (stereo not drawn)
-20%[76.3 µM]	Cc1ccc(CS(=O)(=O)c2ncc(Cl)c(C(=O)Nc3ccc(OC(F)F)cc3)n2)cc1
-7%[76.3 µM]	CCOC(=O)c1ccc(NC(=O)c2csc3c2CCCC3)cc1
-17%[76.3 µM]	O=C(CN1C(=O)/C(=C\c2ccccc2Cl)Sc2ccccc21)NCCCN1CCOCC1
0%	O=C(c1ccc2c(c1)OCO2)N1CCc2ccccc21
-1%[76.3 µM]	CCCS(=O)(=O)c1nc(S(=O)(=O)c2ccc(Cl)cc2)c(N2CCC(O)CC2)s1
11%[76.3 µM]	CCC(=O)N(Cc1cc2ccc(C)cc2[nH]c1=O)c1ccccc1OC
11%[76.3 µM]	COc1ccc(CNc2ncc(-c3ccccc3)n2C)c2ccccc12
-3%[76.3 µM]	Cc1ccc(NC(=O)Cn2c(SCc3ccc(F)cc3)nc3cccnc32)cc1F
?	Cc1ccc2cc(C)c(SCC(=O)NCC3CCCO3)nc2c1 (stereo not drawn)
-13%[76.3 µM]	CCCCSc1ncnc2c1sc1nc(N3CCOCC3)c3c(c12)CCCC3
-8%[76.3 µM]	O=C(COc1ccc(Br)cc1)Nc1ccc(C(=O)OC2CCCCC2)cc1
-4%[76.3 µM]	O=C(Cc1ccc(Cl)c(Cl)c1)NNC(=S)NCC1CCCO1 (stereo not drawn)
-1%[76.3 µM]	COc1cccc(-c2cccc(NC(=O)C3CCN(C4CCC4)CC3)c2)c1
-5%[76.3 µM]	O=C(CNC(=O)c1ccc(Br)o1)NCc1ccc(F)cc1
-5%[76.3 µM]	CCc1c(C)nc(N2CCN(c3ccc(F)cc3)CC2)[nH]c1=O
-1%[76.3 µM]	O=C(Nc1cccc(Cl)c1Cl)c1ccccc1OCC(=O)N1CCOCC1
-2%[76.3 µM]	O=S(=O)(Cc1ccccc1)Nc1ccccc1Br
-9%[76.3 µM]	Cc1ccc(C)c(N2CCN(S(=O)(=O)c3ccc4c(c3)NC(=O)CC(=O)N4)CC2)c1
3%	CN(C)C(CNC(=O)c1coc2ccccc2c1=O)c1ccccc1 (stereo not drawn)
-3%[76.3 µM]	COc1cccc(NC(=O)[C@H](CC(C)C)NC(=O)N2CCn3c2nc2ccccc23)c1
-12%[76.3 µM]	CCS(=O)(=O)c1ncc(Cl)c(C(=O)Nc2ccccc2)n1
-8%[76.3 µM]	COc1ccc(OC)c(CNc2ncc(-c3ccc(F)cc3)n2C)c1
1%[76.3 µM]	COc1ccc(N2CCN(CCCNC(=O)c3ccc(CS(=O)(=O)c4ccc(OC)cc4)o3)CC2)cc1
-4%[76.3 µM]	O=C1CCC(C(=O)N2CCN(c3ccc(F)cc3)CC2)CN1CC1CCCCC1 (stereo not drawn)
-6%	Cc1cc(Cn2nnnc2-c2ccncc2)cc(C)c1O

# Further records follow:
GAA glycogen	Structure
4%	O=c1[nH]c(NCCO)nnc1Cc1ccc(Cl)cc1
10%[76.3 µM]	Cc1ccc(C)c(S(=O)(=O)c2cn(Cc3ccccc3)c3cc(F)c(F)cc3c2=O)c1
-19%[76.3 µM]	CCOc1ccccc1NC(=O)CN(C)S(=O)(=O)c1ccc2[nH]c(=O)oc2c1
-6%	CCn1cc(C(=O)N[C@H](C(=O)NCCO)C(C)C)c(=O)c2cc3c(cc21)OCO3
4%	CCCc1ccc(C2=Nn3c(nnc3C(C)C)SC2)cc1
9%[76.3 µM]	CCCCOC(=O)c1ccc(NC(=O)c2cnc3ccc(C)cn3c2=O)cc1
5%	CN(CC(=O)NCc1ccccc1Cl)S(=O)(=O)c1cccs1
1%[76.3 µM]	CC(=O)c1ccc(NC(=O)c2ccc([N+](=O)[O-])o2)cc1
-22%[76.3 µM]	CCOc1cccc(CN2CCC(n3nccc3NC(=O)C3CC3)CC2)c1O
1%	CC(=O)c1ccc(S(=O)(=O)N(C)C(C)CCc2ccco2)cc1 (stereo not drawn)
-10%[76.3 µM]	COc1ccc(N2CCN(C(=O)Cc3coc4ccc(C)cc34)CC2)cc1
2%[76.3 µM]	Cc1cc(-n2nc3ccccc3n2)c(O)c([N+](=O)[O-])c1
-5%	O=S(=O)(c1ccc(Cl)cc1)N1CCN(CCc2ccncc2)CC1
-7%	O=C(CN(C(=O)CCC(=O)Nc1nccs1)c1ccc(F)c(Cl)c1)NCC1CCCO1 (stereo not drawn)
-17%[76.3 µM]	COc1ccc(-n2nc3ccc(NC(=O)c4c(OC)cccc4OC)cc3n2)cc1
13%[76.3 µM]	O=C(CSc1nnc(-c2ccc3c(c2)OCO3)o1)Oc1ccccc1
?	CCOc1ccc(-c2cnc(NCc3cccc(Cl)c3)n2C)cc1
2%[76.3 µM]	CN(c1ccc(C(=O)N2CCN(Cc3ccccc3)CC2)cc1)S(=O)(=O)c1ccc(Cl)cc1
14%[76.3 µM]	O=C1NC(=O)c2cc(NC(=O)c3cccc4ccccc34)ccc21
5%	CCOC(=O)N1CCN(c2nc3ccccn3c(=O)c2C=O)CC1
0%[76.3 µM]	Cc1ccc2c(c1)CC(C)N2S(=O)(=O)c1nnc(NC(=O)C(C)C)s1 (stereo not drawn)
-6%[76.3 µM]	CC(=O)c1ccc(NC(=O)c2sc(-n3nc(C)c(Cc4ccc5c(c4)OCO5)c3C)nc2C)cc1
7%	CC(C)(C)c1csc(NC(=O)CS(=O)(=O)c2ccccc2)n1
-5%[76.3 µM]	O=C(c1ccc(S(=O)(=O)Nc2ccccc2)cc1)N1CCCCCCC1
